Assay outcomes (PubChem)
3T3 cytotox: kills NIH 3T3 cells. NIH 3T3 viability, CellTiter-Glo ATP luminescence, 48-72 h. AID 1345082. Potency, µM (titrated, usually from 96.7 µM), for the others: at the top dose activity change, negative = cytotoxicity, actives largely listed as inhibitors. 94,000 tested, 4.3% active; also: potency is read from the fitted curve at half-maximal effect; nearly all actives have a fitted effect of over 55% in size
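Cytotoxicity is measured as loss of cellular ATP: NIH 3T3 cells (400/well) are exposed to compound for 48 or 72 hr at 37 °C, then CellTiter-Glo luminescence is imaged after 10 min at room temperature.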
FLuc inh: inhibitors of firefly (Photinus pyralis) luciferase. purified P. pyralis luciferase, luminescence, biochemical. P08659. 76,000 tested, 2.5% active. Potency, µM (top dose mostly 115 µM), for the others: at the top dose activity change, negative = inhibition, actives largely listed as inhibitors; also: potency is read from the fitted curve at half-maximal effect; nearly all actives have a fitted effect of over 65% in size
Target sequence (P08659 whole entry, looked up): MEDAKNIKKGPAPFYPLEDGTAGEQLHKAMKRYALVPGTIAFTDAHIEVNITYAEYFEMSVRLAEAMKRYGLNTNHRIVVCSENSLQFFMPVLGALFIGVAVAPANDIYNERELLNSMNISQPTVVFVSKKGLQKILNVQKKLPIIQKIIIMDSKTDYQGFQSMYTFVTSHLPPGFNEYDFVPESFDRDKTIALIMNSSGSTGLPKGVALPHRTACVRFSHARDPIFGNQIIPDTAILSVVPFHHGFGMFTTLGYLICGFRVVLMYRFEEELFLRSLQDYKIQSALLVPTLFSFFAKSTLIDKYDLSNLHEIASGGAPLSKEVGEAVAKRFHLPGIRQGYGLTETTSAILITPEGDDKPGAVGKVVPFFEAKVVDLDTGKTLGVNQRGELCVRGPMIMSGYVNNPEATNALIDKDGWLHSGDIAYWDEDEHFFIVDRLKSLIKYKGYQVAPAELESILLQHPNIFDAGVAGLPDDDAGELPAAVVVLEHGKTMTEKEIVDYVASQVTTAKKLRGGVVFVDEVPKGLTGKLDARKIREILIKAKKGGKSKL
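Inhibitors were tested against purified firefly luciferase in a biochemical, low-substrate format (both substrates at 10uM) and luminescence measured with a CCD imager.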
HEK293 viab: counter-screen for SNCA expression inhibitors: cell viability; 150,000 tested, 0.12% active; Potency, µM (series often up to 57.1 µM), without a hit: at the top dose activity change, negative = cytotoxicity, most hits filed as cytotoxic; HEK-293-SNCA-luc viability, GF-AFC fluorescence, 24 h;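 also: potency is read from the fitted curve at half-maximal effect; 0% = DMSO-treated cells and -100% = medium-only wells without cells; nearly all actives have a fitted effect of over 30% in size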
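Cytotoxicity counterscreen: after 24 h compound treatment of genome-edited SNCA-luciferase HEK-293 cells, live-cell protease substrate GF-AFC read by fluorescence after 30 min; activity scaled between DMSO (0%) and medium-only (-100%), curves Hill-fitted.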
SNCA expr inhib: inhibitors of alpha-synuclein (SNCA) gene expression; HEK-293 SNCA-luciferase knock-in, luminescence, 24 h; Potency, µM (doses to about 57.2 µM), without a hit: at the top dose activity change, negative = inhibition, usual class: inhibitors; 140,000 tested, 0.17% active; AID 1671194;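 also: potency is read from the fitted curve at half-maximal effect; plate controls were DMSO cells for no effect and cell-free wells for full effect; nearly all actives have a fitted effect of over 45% in size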
GPT2 inhibitor: blocks human glutamate pyruvate transaminase 2; Q8TD30; Recombinant GPT2, coupled pyruvate oxidase/HRP Amplex Red fluorescence; Potency, µM (doses to about 57.7 µM), inactives show at the highest dose activity change, negative = inhibition, most hits filed as inhibitors; 100,000 tested, 0.25% active; also: potency is read from the fitted curve at half-maximal effect; nearly all actives have a fitted effect of over 60% in size; many of its hits are not listed in these tables
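Fluorescence read-out: pyruvate from GPT2 turnover coupled to pyruvate oxidase, HRP and Amplex Red (0.2mM ThPP, 0.2U/mL PO and HRP, 50uM Amplex final). Substrates 250uM a-KG, 2mM L-alanine; enzyme 10ng/uL; 30 min RT.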
IP6K1 inhibitor: IP6K1 kinase inhibition; activity change, % (series mostly up to about 58 µM); AID 1645851; 140,000 tested, 0.81% active; IP6K1 kinase, ADP-Glo luminescence, 2 h; active compounds read low; in the data active = activity change below about -25%
Target sequence (Q92551 whole entry, looked up): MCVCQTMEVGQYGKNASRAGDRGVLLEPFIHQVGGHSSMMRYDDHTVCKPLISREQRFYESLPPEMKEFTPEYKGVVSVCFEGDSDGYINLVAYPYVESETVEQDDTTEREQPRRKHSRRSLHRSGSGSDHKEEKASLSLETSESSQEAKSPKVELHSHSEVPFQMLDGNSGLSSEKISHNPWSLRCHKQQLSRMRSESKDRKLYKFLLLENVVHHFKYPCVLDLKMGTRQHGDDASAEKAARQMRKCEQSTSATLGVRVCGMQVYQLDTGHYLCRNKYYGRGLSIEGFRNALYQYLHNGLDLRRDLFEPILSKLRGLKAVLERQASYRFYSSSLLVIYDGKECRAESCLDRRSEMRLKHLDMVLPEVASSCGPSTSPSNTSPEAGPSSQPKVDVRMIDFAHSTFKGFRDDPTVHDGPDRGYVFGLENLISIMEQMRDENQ
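ADP-Glo luminescence measures ADP made by human IP6K1 during a 2 h RT reaction with ATP/IP6 (mix at 1.3 mM/130 uM); top library doses 57.5 and 19.1 uM final.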
HEK cytotox: HEK 293 cell cytotoxicity; HEK 293 viability, ATP luminescence (CellTiter-Glo), 48-72 h; AID 1345083; Potency, µM (doses to about 115 µM), for the others: top-dose activity change, negative = cytotoxicity, usual class: inhibitors; 94,000 tested, 6.6% active; also: potency is read from the fitted curve at half-maximal effect; nearly all actives have a fitted effect of over 60% in size
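Luminescence from cellular ATP, measured with CellTiter-Glo, indicates HEK 293 viability. Cells plated at 250 cells/well are treated with compound for 48 or 72 hr at 37 degree Celsius before reagent addition.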
* hit, by the source's call; i = inactive; ? = inconclusive; . = not tested or not shown; & = joins results of further samples; [ ] = remark or other dose. Unless noted, calls follow the shape of the dose curve; as a rule, active = well fitted curve in the direction sought with a large enough effect; inconclusive = small, poorly fitted or top-dose-only effect, or another doubt; inactive = no such curve, though single readings can be large; an effect the other way counts as inactive or inconclusive. Unless noted, % is scaled to controls: 0 for no effect and ±100 for the full control effect. Only part of the results is shown; count on the stated rates, not on these rows.

Below each SMILES – HEK293 viab	FLuc inh	3T3 cytotox	SNCA expr inhib	GPT2 inhibitor	IP6K1 inhibitor	HEK cytotox
- COc1ccc(-c2cc(C(=O)NCc3cccnc3)c3c(c2)N(C)CCO3)cn1
  -7%[87.6 µM]	-3%[172 µM]	?	2%[87.6 µM]	1%[88.5 µM]	-21	-27%[172 µM]
- O=C1NCC(=O)N2CC3(CCN(S(=O)(=O)c4ccccc4)CC3)CC12 (stereo not drawn)
  11%	.	-4%	12%	-1%	2	-3%
- O=C(CCCCn1c(=O)c2ccccc2n(CC(=O)Nc2ccccc2)c1=O)NCc1ccccc1Cl
  8%	.	.	?	.	-9	.
- Cc1ccccc1C(=O)Nc1cccc(OCc2cc(=O)n3cccc(C)c3n2)c1
  1%	.	.	61%	.	4	.
- FC(F)(F)c1ccc(O[C@H]2COCCN(CC3CCCC3)C2)cc1
  8%[87.6 µM]	2%[172 µM]	89µM*	7%[87.6 µM]	-16%[88.5 µM]	-5	112µM*
- COc1ccc(NC(=O)CCc2c(C)nc3c(c2C)c(=O)n(C)c(=O)n3C)c(OC)c1
  13%	.	.	14%	.	13	.
- Cc1cccn2c(=O)c3cc(C#N)c(=O)n(-c4nnc(SCc5ccc(Cl)cc5)s4)c3nc12
  22%	.	.	?	.	-7	.
- CCc1c(C)sc(NC(=O)C2c3ccccc3Oc3ccccc32)c1C(=O)OC(C)C
  -6%	.	.	21%	.	9	.
- Cc1cccc(-c2nc(SCCCOc3ccccc3Cl)n3[nH]c(=O)cc3n2)c1
  -3%	.	.	47%[activator]	.	14	.
- Cc1cnc(C)n1CCNC(=O)c1ccsc1
  -23%	3%	-11%	-13%	4%	0	0%
- CCCCCCCCCCCCCCCC[n+]1ccccc1
  31%[23.9 µM]	.	.	-44%[25.6 µM]	i	0	.
- O=C(Nc1ccc(Cl)nc1)c1ccn2cncc2c1
  6%[87.6 µM]	?	-28%[138 µM]	48%[activator][87.6 µM]	4%[88.5 µM]	7	?
- O=C(NC[C@H]1OC[C@@H](NC2CCCCC2)[C@@H]1O)N1CCOCC1
  -7%[87.6 µM]	-2%[172 µM]	5%[138 µM]	-1%[87.6 µM]	0%[88.5 µM]	-2	i
- O=C(Cc1ccc(F)cc1)N1CCC2(C1)C(=O)N(CCc1ccccc1)c1ccccc12 (stereo not drawn)
  -12%&-7%	-3%&-4%	?	-16%&16%	i	2&16	45µM*
- Cc1cc(Cn2cc3c4c(cccc42)[C@H](CC(C)C)N[C@H](C(=O)NCCN(C)C)C3)no1
  -2%	3%	22µM*	11%	-1%	-9	35µM*
- COc1cccc(NC(=O)N2CCC(Oc3ncccc3C(=O)N(C)C)C2)c1 (stereo not drawn)
  9%	1%	i	-3%	-10%	16	4%
- COc1ccc(CCNC(=O)c2nc3cccnc3n(CC(C)C)c2=O)cc1
  -13%	.	45µM*	-18%	i	16	?
- O=C(Nc1ccccc1)N1CCC(c2nnc3n2CCNC3)CC1
  -11%	.	i	-6%	-2%	3	i
- O=C1NC2(CCN([S+](=O)([O-])c3cccc(C(F)(F)F)c3)C2)N=C1c1ccncc1 (stereo not drawn)
  -8%	-1%	-16%	4%	i	4	-25%
- CC(C)c1nnc(N2C(=O)c3oc4ccccc4c(=O)c3C2c2cccc(O)c2)s1 (stereo not drawn)
  -7%	.	.	27%	.	-21	.
- CCn1cc(CN2CCC3(CC2)CC(c2ccccc2)CN3C)cn1 (stereo not drawn)
  -8%	-4%	-1%	7%	-6%	-17	-15%
- COc1ccc(-c2ccc(C(=O)NCC(F)F)c(Cl)c2)nn1
  .	.	?	.	.	4	?
- CCc1ccc(C2=NN(CCC(=O)NCCc3ccc(OC)c(OC)c3)C(=O)CC2)cc1
  ?	.	.	-17%	.	-5	.
- CCn1c2c(c(=O)n1Cc1ccccc1)CCN(Cc1c[nH]c3ccccc13)C2
  -3%[87.6 µM]	-2%[172 µM]	?	?	-7%[88.5 µM]	-4	-20%[172 µM]
- C[S+](=O)([O-])CCn1ncc2cc(OCc3cccc(-c4cccc(CO)c4)c3)ccc21
  -10%[87.6 µM]	?	?	67%[activator][87.6 µM]	?	4	50µM*
- CC1=C[C@@H](CO)[C@H](C(C)C)C[C@H]1CC(=O)NCc1ccc(C(F)(F)F)cc1
  -6%[87.6 µM]	10%[172 µM]	?	?	1%[88.5 µM]	-5	40µM*
- COc1cc(-c2noc(-c3ccc(NCc4ccccc4)c([N+](=O)[O-])c3)n2)cc(OC)c1OC
  2%	.	.	-2%	.	2	.
- O=S(=O)(Nc1nc2ccccc2nc1Nc1ccccc1Br)c1ccccc1
  2%	.	.	11%	.	30	.
- COCC(=O)NC1CCC12CCN(C(=O)c1ccc(C#N)cc1)CC2 (stereo not drawn)
  4%	-5%	-6%	12%	i	-10	i
- COc1ccccc1N1CCN(C(=O)c2ccc3c(c2)C(O)CCCCCN3C)CC1 (stereo not drawn)
  -30%	6%	?	-55%	i	-9	45µM*

Arranged by length of the SMILES (high to low): part of the list above
Below each SMILES – HEK293 viab	FLuc inh	3T3 cytotox	SNCA expr inhib	GPT2 inhibitor	IP6K1 inhibitor	HEK cytotox
- COc1cc(-c2noc(-c3ccc(NCc4ccccc4)c([N+](=O)[O-])c3)n2)cc(OC)c1OC
  2%	.	.	-2%	.	2	.
- CC1=C[C@@H](CO)[C@H](C(C)C)C[C@H]1CC(=O)NCc1ccc(C(F)(F)F)cc1
  -6%[87.6 µM]	10%[172 µM]	?	?	1%[88.5 µM]	-5	40µM*
- CCc1ccc(C2=NN(CCC(=O)NCCc3ccc(OC)c(OC)c3)C(=O)CC2)cc1
  ?	.	.	-17%	.	-5	.
- CCn1c2c(c(=O)n1Cc1ccccc1)CCN(Cc1c[nH]c3ccccc13)C2
  -3%[87.6 µM]	-2%[172 µM]	?	?	-7%[88.5 µM]	-4	-20%[172 µM]
- COc1ccccc1N1CCN(C(=O)c2ccc3c(c2)C(O)CCCCCN3C)CC1 (stereo not drawn)
  -30%	6%	?	-55%	i	-9	45µM*
- COc1cccc(NC(=O)N2CCC(Oc3ncccc3C(=O)N(C)C)C2)c1 (stereo not drawn)
  9%	1%	i	-3%	-10%	16	4%
- COc1ccc(CCNC(=O)c2nc3cccnc3n(CC(C)C)c2=O)cc1
  -13%	.	45µM*	-18%	i	16	?
- COCC(=O)NC1CCC12CCN(C(=O)c1ccc(C#N)cc1)CC2 (stereo not drawn)
  4%	-5%	-6%	12%	i	-10	i
- CCn1cc(CN2CCC3(CC2)CC(c2ccccc2)CN3C)cn1 (stereo not drawn)
  -8%	-4%	-1%	7%	-6%	-17	-15%
- O=C(Nc1ccccc1)N1CCC(c2nnc3n2CCNC3)CC1
  -11%	.	i	-6%	-2%	3	i

Next section:
Below each SMILES – HEK293 viab	FLuc inh	3T3 cytotox	SNCA expr inhib	GPT2 inhibitor	IP6K1 inhibitor	HEK cytotox
- COc1ccc(CN2C(=O)[C@@H]3C[C@@H](CN3C(=O)c3ccc(Cl)cc3)Oc3ccccc32)cc1
  -12%	-1%	?	7%	-11%	0	?
- O=C(c1ccccn1)N1CCN(Cc2ccccc2-c2ccccc2F)CC1
  3%[12.5 µM]	.	-27%	-3%	i	7	-28%
- Cc1nc(CC(=O)N2CCC3(CCCN(Cc4ccccc4F)C3=O)C2)cs1 (stereo not drawn)
  5%	0%	-3%	13%	0%	1	-11%
- COCCOc1ccc2c(n1)CCN(C(=O)COc1ccccc1)C2
  -20%[12.5 µM]	-11%	-19%	27%	-5%	-11	-16%
- O=C(c1ccc(CS(=O)c2ccccc2Cl)o1)N1CCN(c2ccccc2F)CC1 (stereo not drawn)
  -22%	.	.	1%	.	5	.
- COc1ccccc1OCCC1CCN(C(=O)c2cccc(F)c2)C1 (stereo not drawn)
  0%	.	?	-11%	2%	6	?
- Cc1cn2nnc(C(=O)NC3CCCCC3)c2c(=O)[nH]1
  -3%	2%	-11%	16%	i	8	2%
- COc1ccccc1CNC(=O)c1ccc2c(c1)nnn2C1CCCC1
  -14%	.	.	29%	.	3	.
- CCOCCN1C(=O)COC[C@@H]1[C@H](O)c1ccc(NC(=O)Nc2ccccc2)cc1
  -4%[87.6 µM]	0%[172 µM]	-9%[138 µM]	22%[87.6 µM]	-17%[88.5 µM]	6	-4%[172 µM]
- COC(=O)c1c(NC(=O)c2ccc(S(=O)(=O)N3CCCCC3)cc2)sc2c1CCN(C)C2
  4%	.	.	0%	.	15	.
- O=C(c1ccc(Cl)cc1)N(CC1CCOC1)C1CC1 (stereo not drawn)
  -14%	-4%	i	-17%	3%	12	-5%
- COc1cccc(NC(=O)Cn2cc(C(=O)C3CCCCC3)c3ccccc32)c1
  -22%	.	.	?	.	-13	.
- CNC(=O)c1c(C)nc2n1CCC(Nc1ccccc1C)C2 (stereo not drawn)
  4%[87.6 µM]	7%[172 µM]	?	-2%[87.6 µM]	i	6	-25%[172 µM]
- O=C(Nc1cc(-c2cccnc2)nn1-c1ccccc1)C1CC1
  -6%[87.6 µM]	.	-4%[138 µM]	11%[87.6 µM]	i	-5	i
- O=C(Cc1ccccc1)N1CCC(c2noc(COc3ccc(F)cc3)n2)CC1
  -1%	.	?	-19%	?	5	45µM*
- Cc1nc([C@@H]2CN(C(=O)c3ccc(Cl)s3)C[C@H]2C(N)=O)n[nH]1
  4%	4%	-11%	-8%	i	21	-11%
- Cc1cc(C(F)(F)F)nn1CC(=O)N1CC(CO)C2(CCNCC2)C1 (stereo not drawn)
  -4%	4%	i	-9%	-13%	-2	-5%
- Cc1cccc(NS(=O)(=O)c2ccc3[nH]c(=O)[nH]c3c2)c1C
  -3%	.	.	35%[activator]	.	-1	.
- CCOc1ccc(-c2cc3nc(C4CCN(C(=O)OC(C)(C)C)CC4)c(C(=O)Nc4ccc(C)cc4C)cn3n2)cc1
  -2%	.	.	7%	.	22	.
- COc1ccc(CC2CCOC3(CCN(C(=O)c4ccc(C)s4)CC3)C2)cc1 (stereo not drawn)
  2%	.	?	1%	i	6	?
- COc1cccc(CC(=O)N2C[C@@H](CO)[C@H](c3ccccn3)C2)c1
  11%	-1%	-12%	13%	-10%	0	-2%
- CNC(=O)c1cccc(-c2cnc(NC(=O)c3ccncc3)c3c2CCO3)c1
  11%[87.6 µM]	13µM*	?	28%[87.6 µM]	-5%[88.5 µM]	22	-15%[172 µM]
